EPAC1 agonist – EPAC1 (human) agonism; O95398; EPAC1 agonist qHTS, biochemical assay; response scale: 100% = response to 6.5 mM cAMP; Potency, µM (series often up to 154 µM), inactives show at the highest dose activation, usual class: activators; 360,000 compounds, 0.073% hits; further: potency means the concentration at half of the fitted maximal effect; nearly all actives have a fitted effect of over 60% in size
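Read-out is the fluorescence drop as BODIPY-GDP leaves Rap1B (480 nm excitation, 540 nm emission), recorded every 5 minutes over 30 minutes. Reactions held 100 nM EPAC1, 250 nM Rap1B–BODIPY-GDP and 50 uM GDP, with 6.5 mM cAMP setting full activation.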
WRN helicase inh – WRN helicase (human) inhibition | WRN helicase unwinding, fluorescent forked duplex, kinetic | AID 651768 | 360,000 compounds, 0.46% hits | Q14191 | Potency, µM (doses to about 114 µM), inactives show at the highest dose activity change, negative = inhibition, actives largely listed as inhibitors; further: potency means the concentration at half of the fitted maximal effect; on the % scale 0 is the no-effect control and ±100 the full control effect; nearly all actives have a fitted effect of over 55% in size
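Fluorescence dequenching readout, ex 525 nm/em 598 nm, kinetic mode: forked duplex DNA (100 nM final) with adjacent fluorophore and quencher unwound by WRN (20 nM final) with 2 mM ATP. Compound preincubation 15 min, room temperature.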
PI5P4Ka inh – PI5P4K alpha (human) kinase inhibition; PI5P4Kalpha enzyme, ADP-Glo luminescence, 60 min; active compounds read low; max response, %; 330,000 compounds, 1.2% hits; AID 652105; active means max response of -50% or lower; inconclusive means between -30% and -50%; inactive means -30% or higher; further: value at the top dose of about 77 µM; on the % scale 0 is the no-effect control and ±100 the full control effect
Target sequence (P48426 whole entry, looked up): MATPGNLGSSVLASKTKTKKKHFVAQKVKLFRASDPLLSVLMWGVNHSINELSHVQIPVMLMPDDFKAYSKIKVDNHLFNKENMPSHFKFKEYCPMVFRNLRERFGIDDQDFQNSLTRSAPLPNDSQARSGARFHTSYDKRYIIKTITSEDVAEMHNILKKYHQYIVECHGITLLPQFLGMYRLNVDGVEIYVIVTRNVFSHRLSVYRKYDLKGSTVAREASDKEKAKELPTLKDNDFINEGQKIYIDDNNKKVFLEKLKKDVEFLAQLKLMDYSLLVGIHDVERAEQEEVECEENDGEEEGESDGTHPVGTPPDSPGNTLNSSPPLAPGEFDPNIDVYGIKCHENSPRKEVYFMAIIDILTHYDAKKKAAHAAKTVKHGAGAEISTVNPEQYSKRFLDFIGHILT
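Reactions run in 0.038 M HEPES pH 7.4, 0.28 mM EGTA, 0.1% CHAPS and 5% DMSO, with PI5P4Kalpha, substrate, compound and 5 microM ATP final, one hour at room temperature. Readout is ADP-Glo luminescence.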
Abeta rescue – A-beta toxicity reversal in yeast. Potency, µM (top dose mostly 46.1 µM), for inactives: at the top dose growth rescue, usual class: activators. yeast expressing A-beta42, growth rescue, OD600, 48 h; response scale: 0% DMSO, 100% iron-clioquinol control. 410,000 compounds, 0.063% hits; further: potency means the concentration at half of the fitted maximal effect; nearly all actives have a fitted effect of over 55% in size
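Growth rescue measured by 600 nm absorbance after 48 h yeast culture at 30 C with compound. Values normalized between DMSO and an equimolar ferric chloride plus clioquinol control.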
IL-2 act – activates IL-2 in a cell-based reporter assay. AID 652025. activation, % (series mostly up to about 46 µM). 360,000 compounds, 0.065% hits. IL-2 activation reporter assay, cell-based qHTS; stimulated with anti-CD3/CD4/CD28 beads; in transgenic mouse T cells; in the data active means activation above about 50%; inconclusive means mostly about 30% to 49%; further: 0% is about no effect
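Screening format: compound pinned onto unstimulated transgenic mouse T cells, 60 min incubation, then anti-CD3/anti-CD4/anti-CD28 bead stimulation for 18 hours at 37 degrees C, followed by EGFP and DsRed detection.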
FUS suppressor – suppressors of FUS proteinopathy in yeast; S. cerevisiae FUS-expressing, growth rescue, OD600, 24 h; 390,000 compounds, 0.24% hits; Potency, µM (doses to about 76.6 µM), without a hit: at the top dose growth rescue (activation), hits mostly activators;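 further: potency means the concentration at half of the fitted maximal effect; plate controls were DMSO vehicle for no effect and reference control for full effect; nearly all actives have a fitted effect of over 55% in size; some results filed as inactive show a strong effect at the top dose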
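Toxicity suppression screen in FUS-yeast. Cells induced with 2% galactose, starting OD 0.005, treated 24hr at 30C with compounds at multiple final concentrations; growth by OD600.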
PLK1 PBD block – blocks phosphopeptide binding to human PLK1 polo-box domain; Potency, µM, inactives show max response, negative = inhibition, most hits filed as inhibitors; 360,000 compounds, 2.8% hits; P53350; Plk1 PBD binding of FITC phosphopeptide, fluorescence polarization; further: potency means the concentration at half of the fitted maximal effect; series mostly up to about 57 µM; on the % scale 0 is the no-effect control and ±100 the full control effect; nearly all actives have a fitted effect of over 65% in size
Target sequence (P53350 whole entry, looked up, the tested form may be a part): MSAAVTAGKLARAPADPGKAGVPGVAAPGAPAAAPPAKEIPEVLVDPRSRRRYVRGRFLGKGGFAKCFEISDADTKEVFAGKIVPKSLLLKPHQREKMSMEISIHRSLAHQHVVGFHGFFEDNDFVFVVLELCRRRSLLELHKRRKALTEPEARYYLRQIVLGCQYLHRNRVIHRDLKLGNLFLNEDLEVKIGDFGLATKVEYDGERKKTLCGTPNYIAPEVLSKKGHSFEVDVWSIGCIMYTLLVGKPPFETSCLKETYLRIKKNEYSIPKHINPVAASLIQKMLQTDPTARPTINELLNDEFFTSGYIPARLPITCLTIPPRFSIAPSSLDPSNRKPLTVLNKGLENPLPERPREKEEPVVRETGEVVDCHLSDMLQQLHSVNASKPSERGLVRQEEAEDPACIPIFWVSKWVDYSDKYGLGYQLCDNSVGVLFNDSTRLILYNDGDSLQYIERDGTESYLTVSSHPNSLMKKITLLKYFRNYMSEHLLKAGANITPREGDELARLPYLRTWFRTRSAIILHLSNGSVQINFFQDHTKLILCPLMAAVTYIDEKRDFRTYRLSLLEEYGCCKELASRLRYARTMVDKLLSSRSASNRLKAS
EPAC1 antagonist – antagonists of human EPAC1. O95398. EPAC1 GEF assay, Rap1b-BODIPY-GDP exchange fluorescence. Potency, µM (titrated, usually from 115 µM), without a hit: at the highest dose activity change, negative = inhibition, most hits filed as inhibitors. 360,000 compounds, 0.14% hits. AID 720709;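 further: potency means the concentration at half of the fitted maximal effect; plate controls were vehicle for no effect and positive control for full effect; nearly all actives have a fitted effect of over 50% in size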
The depositor's hits bear a star; ? = inconclusive; · = no result given; [ ] = dose if it differs, or a comment. Unless noted, the call rests on the fitted dose curve; in most records, active means well fitted curve in the direction sought with a large enough effect; inconclusive means small, poorly fitted or top-dose-only effect, or another doubt; inactive means no such curve, though single readings can be large; an effect the other way counts as inactive or inconclusive.

The opening 3 records, to show the layout:
No.	molecule	FUS suppressor	IL-2 act	Abeta rescue	WRN helicase inh	PI5P4Ka inh	PLK1 PBD block	EPAC1 antagonist	EPAC1 agonist
1	CCOC(=O)c1c(C)c(C(=O)NCCOC)c(C)n1CC	5%	-1.4	-1%	-2%	·	-8%	-17%	0%
2	O=C(O)c1cccc2c1Cc1cc(Cl)ccc1-2	-23%	0.4	-60%[inhibitor]	-9%	2	-7%	-2%	0%
3	COc1ccc(C2CC(O)(c3ccccc3)Oc3cc(OC)c(OC)c(OC)c32)cc1 (centres undefined)	40%	-0.7	7%	-4%	0	-1%	-19%	9%

The list itself (from the top)
No.	molecule	FUS suppressor	IL-2 act	Abeta rescue	WRN helicase inh	PI5P4Ka inh	PLK1 PBD block	EPAC1 antagonist	EPAC1 agonist
1	CCOC(=O)c1c(C)c(C(=O)NCCOC)c(C)n1CC	5%	-1.4	-1%	-2%	·	-8%	-17%	0%
2	O=C(O)c1cccc2c1Cc1cc(Cl)ccc1-2	-23%	0.4	-60%[inhibitor]	-9%	2	-7%	-2%	0%
3	COc1ccc(C2CC(O)(c3ccccc3)Oc3cc(OC)c(OC)c(OC)c32)cc1 (centres undefined)	40%	-0.7	7%	-4%	0	-1%	-19%	9%
4	CSc1ccccc1NC(=O)COC(=O)c1ccccc1O	-11%	0.7	-3%	0%	2	-3%	9%	7%
5	CSc1cc(-c2ccco2)oc1C(=O)c1ccco1	2%	0.2	0%	-10%	-17	-8%	-4%	-1%
6	CC(NC(=O)Nc1ccc2c(c1)OCO2)c1ccncc1 (centres undefined)	4%	-0.3	-7%	0%	-3	-15%	-11%	4%
7	Cc1ccc(NC(=O)CCN2CCN(C/C=C/c3ccccc3)CC2)cc1C	·	-0.6	18%	5%	14	-4%	0%	-5%
8	Cc1cc(C)c(NC(=O)CNC(=O)COC(=O)CN2C(=O)NC3(CCCC3)C2=O)c(C)c1	-6%	-3.0	-1%	3%	-15	-5%	-7%	-2%
9	Cc1ccc(NC(=O)OCc2ccccc2S(C)=O)cc1 (centres undefined)	3%	0.0	2%	-13%	1	-3%	-10%	3%
10	CC1CN(C(=S)SCC(=O)c2ccc([N+](=O)[O-])cc2)CC(C)O1 (centres undefined)	16%	0.3	-4%	6%	-2	-3%	-14%	-8%
11	Cc1ccc(C(=O)NCCNc2ccc([N+](=O)[O-])cc2C(F)(F)F)cc1	28%	-1.5	-13%	-13%	22	-12%	10%	1%
12	COc1ccc(N2C(=O)N(Cc3ccc(C)cc3)c3ccccc3S2(=O)=O)cc1	28%	-2.3	-5%	2%	-4	-12%	17%	6%
13	N=c1n(CCOc2ccccc2)c2ccccc2n1CCN1CCOCC1	7%	0.1	12%	-8%	2	0%	8%	15%
14	CCN(CC)S(=O)(=O)c1ccc(Cl)c(NC(=O)c2ccccc2C)c1	-7%	-1.1	14%	3%	6	21µM*	1%	-7%
15	Nc1nc(CSc2nnnn2-c2ccccc2)nc(Nc2ccccc2)n1	2%	0.0	-11%	2%[57.1 µM]	2	0%	-33%	6%
16	CCOc1ccc(C2(C)NC(=O)N(CCN(C)C)C2=O)cc1 (centres undefined)	-1%	-2.2	9%	1%	-1	-6%	0%	8%
17	O=C(Cc1ccccc1[N+](=O)[O-])N1CCN(c2ccccc2F)CC1	-10%	-0.1	-10%	-17%	-17	-1%	6%	6%
18	COC(=O)c1ccccc1NC(=O)N1CCN(C(=O)c2ccco2)CC1	·	-0.4	-20%	7%	-6	1%	-1%	2%
19	CC(=O)Nc1ccc(S(=O)(=O)N/N=C/c2cccnc2)cc1	8%	-2.9	16%	11%	2	-6%	1%	-3%
20	CCOc1ccc(-n2cnc3scc(-c4ccc(OC)c(OC)c4)c3c2=O)cc1	-3%	-5.3	-11%	3%	4	-2%	-10%	6%
21	O=C(NCc1cccs1)C1CCCN(S(=O)(=O)c2ccc(Br)s2)C1 (centres undefined)	-10%	0.0	7%	-1%	10	-8%	14%	-6%
22	CCOc1ccc(NC(=O)CN(C)CC(=O)Nc2cc(Cl)ccc2C#N)cc1OCC	32%	-0.1	-3%	-16%	-2	-1%	-23%	0%
23	COc1ccccc1NC(=O)C1CC(=O)N(c2ccc(F)cc2)C1 (centres undefined)	43%	3.3	2%	-3%	6	-1%	-16%	3%
24	COc1ccc(CC(=O)Nc2nnc(-c3cccc([N+](=O)[O-])c3)s2)cc1	-19%	0.4	1%	2%	1	-8%	1%	-28%
25	O=C(Nc1cccc2c1CCCC2)c1ccc(Br)o1	-1%	0.2	4%	12%	5	0%	1%	-4%
26	O=C(/C=C/c1cccc([N+](=O)[O-])c1)NCCSCc1cccc(Cl)c1	-2%	-2.0	-4%	-24%	10	-2%	-22%	13%
27	COCCNc1ccnc2c(Cl)cccc12	-9%	-1.7	7%	7%	-9	-7%	5%	2%
28	Cc1ccc(NC(=O)c2cccs2)cc1NC(=O)c1ccccc1Cl	-18%	-0.5	-9%	-6%	6	-7%	6%	0%
29	O=C(CCNC(=O)c1ccc(Br)cc1)Nc1ccccc1N1CCCCC1	8%	0.1	4%	-12%	10	1%	-21%	5%
30	OCCSc1nc(-c2cccnc2)nc2ccccc12	10%	-0.2	-1%	-5%	1	-16%	-9%	-7%
31	Cc1ccc(NC(=O)COC(=O)CN2C(=O)NC3(CCCC3)C2=O)cc1F	·	0.4	3%	2%	4	-2%	8%	-3%
32	Cc1cccc(N2CCN(C(=O)c3cccc(S(=O)(=O)N4CCCCC4)c3)CC2)c1C	-3%	1.1	4%	-10%	3	0%	-6%	-6%
33	COc1cccc(-c2n[nH]c3c2CCC3)c1	5%	-1.6	?	-2%	6	-13%	3%	11%
34	CCc1nnc(NC(=O)c2ccc(S(=O)(=O)N(CC)CC)cc2)s1	-15%	1.1	-6%	7%	-15	-1%	?	-10%
35	COCCn1nnnc1C(c1ccccc1)N1CCN(C(=O)c2ccco2)CC1 (centres undefined)	11%	2.7	4%	-2%	1	?	-14%	-9%
36	O=C1N(c2cccc(Cl)c2)C(c2ccc(Cl)cc2)N2CCCN12 (centres undefined)	·	-0.3	11%	-9%	0	-24%	-4%	-10%
37	O=C(CCc1ccc(Oc2cc([N+](=O)[O-])cc([N+](=O)[O-])c2)cc1)N1CCCCC1	34%	-0.5	-41%[inhibitor]	-12%	-15	-6%	-22%	-8%
38	COC(=O)CN1C(=S)N(c2ccc(F)cc2)C(=O)C1CC(=O)Nc1ccc(OC)cc1 (centres undefined)	17%	2.2	7%	1%	1	-16%	-6%	-6%
39	Cc1cccc(OCC(=O)Nc2ccccc2N2CCN(C(=O)C(C)C)CC2)c1C	9%	-3.4	5%	1%	-2	-5%	2%	2%
40	CCCCc1ccc(/C(C)=N/Nc2cc(N3CCOCC3)nc(C)n2)cc1	0%	0.5	-15%	-5%	21	-1%	-18%	-8%
41	COc1ccc(C2C(=O)N(C3CCCCC3)CC(=O)N2Cc2ccc3c(c2)OCO3)cc1 (centres undefined)	18%	-1.9	-1%	-5%	-8	-5%	-19%	9%
42	CCN(CC)S(=O)(=O)c1cc(C(=O)Nc2ccccc2[N+](=O)[O-])ccc1Cl	17%	-0.7	4%	?	-3	3%	26%	18%
43	COc1cc([N+](=O)[O-])cc2cc(C(=O)N3CCCC3)c(=O)oc12	21%	-5.5	-13%	-26%[57.1 µM]	0	-7%	24%	2%
44	CCc1ccc(NC(=O)Cn2nnc(-c3ccc(C)cc3-n3cnnn3)n2)cc1	0%	-1.0	-4%	-13%	8	-12%	-15%	-7%
45	Cc1cc(C)c(C#N)c(SCS(=O)Cc2ccccc2)n1 (centres undefined)	8%	0.0	10%	-7%	·	-11%	3%	1%
46	COC(=O)c1ccc(C23CC4(C2)[C@H](CN(Cc2ccc(C(F)(F)F)cc2)[C@@H]4c2ccccc2)C3c2ccccc2)cc1 (some centres undefined)	12%	0.2	1%	-3%	8	-7%	-11%	-12%
47	CC/C(Cc1ccccc1)=N\NC(=O)c1cc([N+](=O)[O-])cc([N+](=O)[O-])c1	-19%	0.1	3%	-6%	1	-4%	3%	6%
48	CC(C)[C@H](NC(=O)c1ccccc1Cl)C(=O)Nc1ccc(S(=O)(=O)Nc2nccs2)cc1	22%	0.2	-1%	-2%	-6	-10%	-18%	-10%
49	C[C@H](CO)N1C[C@H](C)[C@@H](CN(C)S(=O)(=O)c2ccc(Oc3ccccc3)cc2)OCc2cn(nn2)CCCC1=O	36%	-1.6	14%	4%	1	-9%	-3%	-8%
50	COc1ccccc1NC(=O)CSc1nc2c(sc3ccccc32)c(=O)n1CCN(C)C	13%	-0.9	0%	-23%	2	?	6%	2%

(listing goes on)
No.	molecule	FUS suppressor	IL-2 act	Abeta rescue	WRN helicase inh	PI5P4Ka inh	PLK1 PBD block	EPAC1 antagonist	EPAC1 agonist
51	COc1ccccc1-c1nnc(SCC(=O)N2CCCCC2)o1	·	-3.9	3%	-21%	-6	3%	-11%	-3%
52	CN(CCNC(=O)CN1CCN(Cc2ccccc2Cl)C1=O)Cc1ccccc1	-5%	1.5	19%	13%	-4	-5%	13%	3%
53	O=C(NC1CCCCC1)C(c1ccnc2ccccc12)n1c(=O)c(-c2ccccc2)nc2ccccc21 (centres undefined)	26%	-1.0	-9%	7%	-1	-15%	5%	-11%
54	CN(CC(=O)Nc1cccnc1)S(=O)(=O)c1ccc(Br)cc1	10%	0.3	-19%	-17%	3	-6%	-2%	-9%
55	COC(=O)CCN1CCN(S(=O)(=O)c2ccccc2Br)CC1	10%	1.6	-13%	?	-8	7%	-28%	-9%
56	CS(=O)(=O)c1cnc2c(S(=O)(=O)c3ccccc3)cnn2c1N	9%	-1.0	-4%	-9%	4	-7%	8%	1%
57	C(#CCN1CCOCC1)COC(c1ccccc1)c1ccccc1	4%	2.3	-6%	3%	-9	-8%	0%	4%
58	COc1ccccc1C(=O)NCCCNc1nc2cc(C)cc(C)c2cc1C#N	10%	-3.6	-17%	-2%	5	-5%	4%	16%
59	CN1CCN(S(=O)(=O)c2cccc(C(=O)Nc3nccs3)c2)CC1	24%	-1.9	-5%	-15%	-8	-15%	-8%	8%
60	CN(Cc1cnccn1)C(=O)CC1C(=O)NCCN1Cc1c(F)cccc1Cl (centres undefined)	-12%	-0.6	4%	3%	3	-24%	2%	13%
61	CN(c1ccccc1C(=O)N1CCN(c2ccccc2F)CC1)S(=O)(=O)c1ccccc1	·	-1.8	2%	-17%	-3	5%	-7%	13%

From PubChem
